# Bioassay records deposited in PubChem by Emory University Molecular Libraries Screening Center.
# PGE2 EP2 inh = inhibitors of human EP2 prostaglandin E2 receptor; P43116; C6 glioma cells expressing human EP2, cAMP TR-FRET; cells stimulated with saturating PGE2; inhibition, % at 25 µM; hit rate 0.52% among 260,000; AID 1422;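 active means percent inhibition above 40 after rounding to a whole number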;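 further: rat C6 glioma host cells with rolipram phosphodiesterase inhibitor present; the protocol text gives 20 µM as final concentration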
# Target sequence (P43116 whole entry, looked up): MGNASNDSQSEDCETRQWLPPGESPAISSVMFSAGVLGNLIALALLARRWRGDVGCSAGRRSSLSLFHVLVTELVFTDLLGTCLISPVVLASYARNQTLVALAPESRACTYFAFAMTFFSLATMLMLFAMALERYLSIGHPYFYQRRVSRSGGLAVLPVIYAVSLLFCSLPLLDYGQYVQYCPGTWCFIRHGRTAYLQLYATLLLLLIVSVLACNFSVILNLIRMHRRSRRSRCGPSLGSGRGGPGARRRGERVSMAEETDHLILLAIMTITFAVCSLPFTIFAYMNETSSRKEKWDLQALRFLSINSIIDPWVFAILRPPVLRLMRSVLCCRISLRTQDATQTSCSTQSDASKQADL
# EP2 modulator = modulates human prostaglandin E2 receptor EP2 signaling. EP2-expressing cells, cAMP HTRF FRET, PGE2 co-stimulation. induction, % at 25 µM. hit rate 0.83% among 260,000;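 active means compounds whose cAMP rise, as percent of the full-agonist control response, exceeds 60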;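 further: rat C6 glioma line stably carrying human EP2 under a CMV promoter; the protocol text gives 20 µM as final concentration; 100% = response of wells given 1 µM PGE2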
# * marks the source's active call; other numbers are inactive results.
SMILES,PGE2 EP2 inh,EP2 modulator
CC(C)(C)n1nnnc1C(c1ccccn1)N1CCC(Cc2ccccc2)CC1 (stereo unspecified),5,24
COc1ccc(OC)c(S(=O)(=O)N2CCC(C(=O)NCc3ccc(C)cc3)CC2)c1,8,-51
CC(C(=O)NCC1CCCO1)N1CCC(N2CCCCC2)CC1 (stereo unspecified),5,20
O=C(Nc1cc(Cl)ccc1O)c1nc2ncccn2n1,6,-6
Cc1ncsc1C(=O)N1CCC2(CC1)NC(=O)c1cccnc1N2C,5,-22
c1ccc(CCNc2ccccn2)nc1,7,2
CCOC(=O)c1sc(NC(=O)CSc2nc(CC)nc3sc(C)c(C)c23)nc1C,6,38
CC(=O)C(/C=N/NC(=O)c1ccccn1)=C(/C)O,7,14
COc1cccc(NC(=O)CSc2nnc(-c3ccccc3)n2C)c1,23,-45
Cc1nc2c(c(=O)[nH]1)CCN(C(=O)CC1c3ccccc3Oc3ccccc31)C2,2,-14
COc1ccc(-c2ncc(CNC3(c4ccc(OC)cc4)CC3)cn2)cc1,2,-106
CC[C@@H](Cn1ncc2ccccc2c1=O)NC(=O)c1c(-n2cnnn2)sc2c1CCCC2,12,12
S=c1[nH]c2ccccc2s1,13,18
Cc1cc(C)c2[nH]c(=O)c(CN(Cc3ccco3)C(c3nnnn3C(C)(C)C)C(C)C)cc2c1 (stereo unspecified),15,70*
O=C(O)CS(=O)(=O)c1nc2ccccc2s1,6,7
Cc1ccc(C)c(Cn2nnc3c(=O)[nH]c(C4CCCN(C(=O)C5CC5)C4)nc32)c1 (stereo unspecified),11,34
Cc1ccc(NC(=O)CSc2nc3ccccc3n2CC(=O)N2CCCC2)cc1C,9,-14
CC1=CC=CC2=NC(=O)CC(C)(C(=O)N(CC(=O)NC3CCCC3)c3ccc(F)cc3)N12 (stereo unspecified),5,2
COC(=O)COc1ccc(S(=O)(=O)NCc2ccc3c(c2)OCO3)cc1Cl,12,-49
COc1cccc(C2(NC(=O)CN3C(=O)NC4C3N(C)C(=O)N4C)CCCC2)c1 (stereo unspecified),3,-34
c1ccc2c(c1)-c1ccccc1C2N1CC2CCC(CC2)C1,10,27
CCOCCCNC(=S)N1CCN(c2nc(-c3ccccc3)cs2)CC1,12,-94
CN1CCN(C(=O)Nc2ccncc2)CC1,15,-16
Cc1ccc2cc(CN(CCCO)C(=O)NC3CCCCC3)c(=O)[nH]c2c1C,4,1
CCOc1ccc(NC(=O)CSc2nc3ccc(OC)cc3cc2C)cc1,14,1
O=C(c1ccc(Cl)cc1Cl)N1CCCCC1,14,-16
C#CCOc1cccc(CN2CCc3onc(-c4ccc(F)c(F)c4)c3C2)c1,9,-52
COc1ccc(-c2ccc(SCC(=O)NCc3cccs3)nn2)cc1OC,3,-1
CCC(=O)Nc1nnc(-c2ccccc2F)s1,14,-39
COc1ccc(N(C(=O)c2ccco2)C(C(=O)NC2CCCC2)c2cccs2)c(OC)c1 (stereo unspecified),9,30
Cc1ccc2cc(CN(Cc3ccc(F)cc3)Cc3nnnn3CC3CCCO3)c(=O)[nH]c2c1 (stereo unspecified),25,-7
Cn1c2c(c(=O)n(C)c1=O)C(c1ccc(C(C)(C)C)cc1)C1=C(N2)c2ccccc2C1=O (stereo unspecified),12,-73
COC(=O)c1ccccc1NC(=O)CSc1nc2cc3c(cc2cc1C#N)OCCO3,16,12
CC(=O)Nc1ccc(C(=O)Nc2ccncc2)cc1,12,-1
C=CCNC(=O)CSc1nc(-c2ccc(OC)cc2)cc(C(F)(F)F)n1,14,-95
CC(C)(C)c1nc2c(o1)OC(N)=C(C#N)C2c1ccc(Cl)cc1Cl (stereo unspecified),20,-88

# A few values from above:
# `Cn1c2c(c(=O)n(C)c1=O)C(c1ccc(C(C)(C)C)cc1)C1=C(N2)c2ccccc2C1=O` (stereo unspecified) in EP2 modulator has -73
# `O=C(c1ccc(Cl)cc1Cl)N1CCCCC1` in EP2 modulator has -16
# `C=CCNC(=O)CSc1nc(-c2ccc(OC)cc2)cc(C(F)(F)F)n1` in PGE2 EP2 inh has 14
# `CCOc1ccc(NC(=O)CSc2nc3ccc(OC)cc3cc2C)cc1` in EP2 modulator has 1

# (next part)
SMILES,PGE2 EP2 inh,EP2 modulator
Cc1c(Cl)cccc1NC(=O)CSc1nnc(C(C)C)n1C,5,-28
O=C(COc1ccc(S(=O)(=O)N2CCCC2)cc1)N1CCc2ccccc2C1,4,-54
CCn1c(N2CCC(C(=O)NCCc3c[nH]c4ccccc34)CC2)nc2ccccc21,2,-81
COc1ccc(NC(=O)C2CC(c3c(F)cccc3Cl)=NO2)cc1 (stereo unspecified),7,-65
N#Cc1c(NC(=O)C2CC(c3ccccc3O)=NO2)sc2c1CCCC2 (stereo unspecified),7,-30
CC(CCc1ccccc1)NCCNC(=O)c1cccs1 (stereo unspecified),5,-76
CN(C)C(=O)N1CCN(S(=O)(=O)c2ccccc2)CC1,12,3
COc1cc(CN(C)CC2CCN(C)C2)ccc1OC1CCCC1 (stereo unspecified),4,-45
CCOc1ccc(S(=O)(=O)N2CCCCC2CC)cc1 (stereo unspecified),11,-46
CCc1cc2c(N3CCN(Cc4nc5ccccc5[nH]4)CC3)ncnc2s1,11,-30
CCOc1ccc(C(=O)c2ccc(O)c(O)c2O)cc1,14,33
Cc1cccc(NC(=O)CN(c2ccc3c(c2)OCO3)S(C)(=O)=O)c1C,8,-6
O=C(C1CCC1)N1CCC[C@@H](Cn2nc(-c3cccs3)ccc2=O)C1,9,-16
Cn1c(N2CCCC(C(=O)NCC3CCCO3)C2)nc2ccccc21 (stereo unspecified),6,-56
CC(=O)Nc1ccc(OCC(O)CN2CCN(C)CC2)cc1 (stereo unspecified),7,2
CCN(CC)CCCN1C(=O)C(=O)/C(=C(\O)c2ccc(C)cc2)C1c1ccncc1 (stereo unspecified),6,-61
COc1ccc2cc(CN(Cc3ccccc3)Cc3nnnn3C(C)(C)C)c(=O)[nH]c2c1,7,9
COc1ccc(CCNC(=O)CSc2nnnn2-c2ccc3c(c2)OCCO3)cc1OC,15,-65
Cc1ccc(-c2c(C)sc3ncn(CC(=O)NCc4ccco4)c(=O)c23)cc1C,9,35
CCCn1c(SCC(=O)c2ccc(C)cc2)nnc1-c1ccco1,20,-16
NC(=O)c1nnn(-c2ccc(S(=O)(=O)N3CCCCC3)cc2)c1N,10,12
S=C1NCN2CCN(CC2)CNC(=S)C(=S)NCN2CCN(CC2)CNC1=S,48*,-4
CC(O)CN(Cc1ccc2c(c1)OCO2)Cc1cccn1-c1ccccc1F (stereo unspecified),8,39
CCC(CN1CCCC1)NC(=O)Cc1csc(Nc2cccc(C)c2)n1 (stereo unspecified),7,-70

# Exported with two lines to a compound: entries from further up
# The line under a structure holds: PGE2 EP2 inh	EP2 modulator
> O=C(C1CCC1)N1CCC[C@@H](Cn2nc(-c3cccs3)ccc2=O)C1
  9	-16
> CCC(CN1CCCC1)NC(=O)Cc1csc(Nc2cccc(C)c2)n1 (stereo unspecified)
  7	-70
> COc1ccc(CCNC(=O)CSc2nnnn2-c2ccc3c(c2)OCCO3)cc1OC
  15	-65
> COc1ccc2cc(CN(Cc3ccccc3)Cc3nnnn3C(C)(C)C)c(=O)[nH]c2c1
  7	9
> Cn1c(N2CCCC(C(=O)NCC3CCCO3)C2)nc2ccccc21 (stereo unspecified)
  6	-56
> CC(O)CN(Cc1ccc2c(c1)OCO2)Cc1cccn1-c1ccccc1F (stereo unspecified)
  8	39
> NC(=O)c1nnn(-c2ccc(S(=O)(=O)N3CCCCC3)cc2)c1N
  10	12

# More results.
SMILES,PGE2 EP2 inh,EP2 modulator
Cc1ccc2cc(CN(Cc3cccs3)C(=O)Nc3ccccc3Cl)c(=O)[nH]c2c1C,9,4
COCCn1nnnc1CN(Cc1ccc(OC)cc1)Cc1cc2ccc(C)cc2[nH]c1=O,15,-5
Cn1c(Cc2ccccc2)nc2cc(N)ccc21,13,-29
CCCc1nnc(NC(=O)CCCOc2ccc(Cl)cc2Cl)s1,7,10
CN(C)c1nc2c([nH]1)c(=O)[nH]c(=O)n2C,7,-12
Cc1cc(C)c2cc(CN(CCCO)C(=S)Nc3ccc(F)cc3)c(=O)[nH]c2c1,13,-4
CN(C)C(CNC(=O)C1(c2ccccc2F)CC1)c1ccc2c(c1)OCO2 (stereo unspecified),0,-32
CC(C)(C)c1ccc(C(O)CN2CCC3(CC2)CC(O)c2ccccc2O3)cc1 (stereo unspecified),12,-54
CCOc1ccccc1-n1c(SCC(=O)N(C)C)nnc1-c1ccco1,12,37
C[C@@H](Cn1nnc2ccccc21)NC(=O)CN1Cc2ccccc2C1=O,8,-7
CC(=O)Nc1ccc2nc(SCC(=O)N3CCCCC3)sc2c1,8,-46
COc1cc(OC)c(-c2nc3cnccn3c2NCc2cccs2)cc1OC,10,-14
O=C1CN(S(=O)(=O)c2ccc(Cl)cc2)c2ccccc2N1,18,-2
COc1ccccc1NC(=S)N(Cc1ccccc1)Cc1cc2cc(C)ccc2[nH]c1=O,22,-11
COC(=O)c1sc(NC(=O)COc2ccc(OC)cc2)c(C#N)c1C,12,-39
COc1ccc(OCC(=O)Nc2cccc(Cl)c2N2CCOCC2)cc1,11,30
COC(=O)CN1C(=O)C(O)=C(C(C)=O)C1c1cccc(F)c1 (stereo unspecified),6,-7
COc1cccc(NC(=O)NC2CC3CCCC(C2)N3Cc2ccc(C)cc2)c1 (stereo unspecified),30,-148
CCN1/C(=C/C(C)=O)Sc2c1ccc1ccccc21,10,-9
COC(=O)c1ccc(NC(=O)COc2ccc(S(=O)(=O)N3CCCC3)cc2)cc1,12,-20
C#C[C@]1(O)CCC2C3CCC4=Cc5oncc5C[C@]4(C)C3CC[C@@]21C (stereo partly specified),20,17
COc1ccc2c(c1)OC1(CCN(CC(O)c3ccccc3)CC1)CC2O (stereo unspecified),4,-37
O=C(CN1C(=O)CSC1=O)CN1C(=O)CSC1=O,14,3
COc1ccc(-n2nc3ccc(NC(=O)c4cccs4)cc3n2)cc1,3,-54
Nc1nc2c(C(=O)NCc3cccs3)nnn2c2cccc(Cl)c12,49*,1
CC1(C)Cc2nnc3c4c(nnc(c24)C1)CC(C)(C)C3,10,12
O=C(COC(=O)c1ccccn1)Nc1ccc(F)cc1F,5,-15
CS(=O)(=O)N(CC(=O)NCc1ccc2c(c1)OCO2)c1cc(Cl)ccc1Cl,8,-48
COc1c(O)cc2c(-c3ccccc3)cc(=O)oc2c1OC,11,8
O=C(Cn1ncn2c(cc3occc32)c1=O)NC(c1ccccc1)c1ccncc1 (stereo unspecified),1,-26
Nc1nc(N)c(-c2cccc(C(F)(F)F)c2)c(Cc2cccc(C(F)(F)F)c2)n1,62*,-44
CC1CCN(C(=O)CN2C(=O)N3CCN=C3c3ccccc32)CC1,8,-107
CC(C)c1cccc(C(C)C)c1NC(=O)Cc1cccs1,13,23
CC(=O)Nc1ccc(N2CCCC2)c(Cl)c1,7,-37
CC1(C)CC(N(Cc2ccccn2)C(=O)c2ccc(Cl)cc2)CC(C)(C)N1,7,44
CC(=O)c1ccc(NC(=O)C(C)Sc2nc3ccc(C)cc3cc2C)cc1 (stereo unspecified),12,13
CCOc1ccc(NC(=O)Cn2nnc(-c3ccc(OCC)c(OCC)c3)n2)cc1,11,-7
O=C(c1ccn[nH]1)N1CCn2cc(C(F)(F)F)nc2C1,6,-3
CCC(C)(C)NC(=O)C(c1cccnc1)N(Cc1ccccc1F)C(=O)c1csnn1 (stereo unspecified),4,-78
O=c1cc(-c2ccc(O)c(O)c2)oc2ccccc12,17,-4
CC(C)/C(=N\[N+](C)(C)C)c1ccccc1,10,-10
CC[C@H]1CN2CCc3cc(OC)c(OC)cc3C2C[C@@H]1CC1NCCc2cc(OC)c(OC)cc21 (stereo partly specified),9,30
CCc1c(C)sc2nc(C)nc(SCC(=O)Nc3cc(C)ccc3C)c12,10,10
O=c1c[n+](CC[n+]2cc(=O)o[nH]2)[nH]o1,5,-8
O=C(NC1CCCc2c1cnn2-c1ccc(F)cc1)c1ccncc1 (stereo unspecified),7,-105
CC(C)C(=O)N1CCN(c2ccc(NC(=O)c3cccnc3)cc2Cl)CC1,3,-5
CC(C)(C)n1nnnc1C(c1ccc(C(F)(F)F)cc1)N1CCC(O)CC1 (stereo unspecified),12,-21
COC(=O)[C@@H]1OC(=O)C2OC23[C@@]1(C)CCC1[C@]2(C)C(C[C@H](O)[C@]13C)C(C)(C)[C@H](OC(C)=O)C[C@@H]2OC(C)=O (stereo partly specified),9,18
Cc1ccc(OCCn2cc(C3C(C#N)=C(N)Oc4n[nH]c(C)c43)c3ccccc32)cc1C (stereo unspecified),13,-9
O=S(=O)(Nc1ccc(S(=O)(=O)N2CCc3ccccc32)cc1)c1ccccc1,13,2
CCOc1nc(C)ccc1-c1noc(-c2ccccc2Cl)n1,2,-9
COCCN(CCOC)C(=O)Cn1c(=O)n(C)c2ncccc21,6,-16

# Filtered by structure: the entries above containing a tert-butyl group.
SMILES,PGE2 EP2 inh,EP2 modulator
CC(C)(C)n1nnnc1C(c1ccccn1)N1CCC(Cc2ccccc2)CC1 (stereo unspecified),5,24
Cc1cc(C)c2[nH]c(=O)c(CN(Cc3ccco3)C(c3nnnn3C(C)(C)C)C(C)C)cc2c1 (stereo unspecified),15,70*
Cn1c2c(c(=O)n(C)c1=O)C(c1ccc(C(C)(C)C)cc1)C1=C(N2)c2ccccc2C1=O (stereo unspecified),12,-73
CC(C)(C)c1nc2c(o1)OC(N)=C(C#N)C2c1ccc(Cl)cc1Cl (stereo unspecified),20,-88
COc1ccc2cc(CN(Cc3ccccc3)Cc3nnnn3C(C)(C)C)c(=O)[nH]c2c1,7,9
CC(C)(C)c1ccc(C(O)CN2CCC3(CC2)CC(O)c2ccccc2O3)cc1 (stereo unspecified),12,-54
CC(C)(C)n1nnnc1C(c1ccc(C(F)(F)F)cc1)N1CCC(O)CC1 (stereo unspecified),12,-21

# The list is partial; the hit share may differ from the screen's.
